mouse EphA4 binding = inhibitors of EphA4 binding to KYL peptide, primary screen, biochemical, colorimetric, mouse EphA4 (AID 689) | EphA4-AP binding to KYL peptide, pNPP A405; higher % means a stronger effect | inhibition, % at 10 µM, or IC50 in µM where a hit was titrated | actives 0.1% (n = 62,000); in the data active = a potency from the dose series; inactive = the rest, 99 in 100 with inhibition below about 22%
Numbers without * were called inactive; & = joins results of further samples. A portion of the library (hit frequency here may not be typical).

mouse EphA4 binding	Structure
-4.1%	Cc1cccc(C)c1NC(=O)CC(C)c1ccccc1 (stereo not drawn)
-1.0%	O=C(Cc1ccccc1)NCCS(=O)c1ccc(Cl)cc1 (stereo not drawn)
-8.3%	CNCc1ccccc1Sc1ccc(OC)c(OC)c1
-1.0%	Cc1oc(-c2cccs2)nc1CS(=O)CC(=O)NCCCN1CC(C)CC(C)C1 (stereo not drawn)
-5.6%	CCOC(=O)c1[nH]nc2c1C(=O)N(Cc1ccccc1)C2=O
-5.6%	CC1(C)CC(=O)C2=C(C1)N(Cc1cccnc1)C(=O)C2(NC(=O)c1cccnc1)C(F)(F)F (stereo not drawn)
10.6%	CCOc1ccc(NC(=O)/C=C/c2cccc(C(F)(F)F)c2)cc1
-2.2%	O=C(Cn1nnc(-c2ccccc2)n1)c1ccccc1
-18.0%	Cc1nn(Cc2ccccc2)c(C)c1NC(=O)Cn1nc([N+](=O)[O-])c(Cl)c1C
-4.8%	COc1ccccc1CNC(=O)CSc1nc2nc(C)cc(C)n2n1
-24.1%	CC(OC(=O)c1cccs1)C(=O)NCc1cccs1 (stereo not drawn)
-13.2%	CC(C)C(c1nnnn1Cc1ccccc1)N1CCC(C(N)=O)CC1 (stereo not drawn)
1.0%	Cc1ccc2c(CC(=O)OC(C)C(=O)NCc3ccc4c(c3)OCO4)coc2c1 (stereo not drawn)
-12.3%	Cc1cc(Nc2ccccc2N2CCOCC2)n2ncnc2n1
-9.1%	CN1CCN(c2nc3c(c(=O)[nH]c(=O)n3C)n2CCCSc2ncccn2)CC1

Ordered by length of the SMILES (ascending): part of the list above.
mouse EphA4 binding	Structure
-8.3%	CNCc1ccccc1Sc1ccc(OC)c(OC)c1
-24.1%	CC(OC(=O)c1cccs1)C(=O)NCc1cccs1 (stereo not drawn)
-13.2%	CC(C)C(c1nnnn1Cc1ccccc1)N1CCC(C(N)=O)CC1 (stereo not drawn)
1.0%	Cc1ccc2c(CC(=O)OC(C)C(=O)NCc3ccc4c(c3)OCO4)coc2c1 (stereo not drawn)
-9.1%	CN1CCN(c2nc3c(c(=O)[nH]c(=O)n3C)n2CCCSc2ncccn2)CC1
-5.6%	CC1(C)CC(=O)C2=C(C1)N(Cc1cccnc1)C(=O)C2(NC(=O)c1cccnc1)C(F)(F)F (stereo not drawn)

Other entries.
mouse EphA4 binding	Structure
1.6%	CCOC(=O)N1CCN(C(=O)COc2cc(=O)n(CC)c3ccccc23)CC1
-9.4%	O=C1c2ccccc2C(=O)N1CCN1CCOCC1
-12.7%	Cc1cccc(Cn2cnc3c(nnn3Cc3ccccc3F)c2=O)c1
-9.6%	O=C(Nc1ccccc1C(=O)N1CCCCC1)C1CCCCC1
-14.8%	CCOc1ccc(NC(=O)CSc2nnc(-c3ccccn3)n2N)cc1
-5.3%	N#Cc1c(N)n(CCNC(=O)c2ccc(Cl)cc2)c2nc3ccccc3nc12
-0.2%	O=C(CC1CCCCC1)N1CCCC(c2nc(-c3ccc(S(=O)(=O)N4CCCC4)cc3)no2)C1 (stereo not drawn)
-4.6%	Cc1ccc(NC(=O)CCC(=O)NNC(=O)c2ccco2)c(C)c1
-2.6%	CCOC(=O)c1cccc(NC(=O)CSc2nnc(COc3ccccc3C)o2)c1
-11.0%	Cn1c(SCC(=O)NCCc2ccccc2)nnc1-c1ccco1
-8.5%	Cc1nc2nc3c(c(=O)n2[nH]1)CCCC3
20.0%	C#CCSc1nsc(SCC#C)c1C#N
-7.6%	CC(C)(C)NC(=O)c1cc(NC(=O)c2ccco2)cc(NC(=O)c2ccco2)c1
-6.4%	O=c1[nH][nH]c(-c2ccccc2)c1C=Nc1cccc(Cl)c1
-10.2%	Cn1nnnc1SCC(=O)Nc1ccccc1C(=O)NC1CC1

Next section.
mouse EphA4 binding	Structure
-4.4%	Cc1ccc(CN(Cc2cc3cc(C)ccc3[nH]c2=O)C(=O)N2CCOCC2)cc1
-7.5%	O=C(c1ccc([N+](=O)[O-])cc1)N1CCN(C(=O)c2ccccc2F)CC1
4.8%	CC(=O)NC1N=C(C)N(c2ccccc2)C1=O (stereo not drawn)
-5.9%	COc1ccc(-c2cc(=O)[nH][nH]2)cc1
-11.6%	O=C(CCSc1nnc2scc(-c3ccccc3)n12)Nc1nc(-c2ccccc2)ns1
1.7%	CCC(=O)Nc1nnc(Sc2ccc(N(C)C)cc2)s1
8.9%	Cc1cc(S(=O)(=O)Nc2c(C(=O)O)[nH]c3ccccc23)ccc1F
-12.3%	CCn1c2c(c3cc(C4CCCCC4)ccc31)CCCC2O (stereo not drawn)
-10.5%	O=C(CSc1nnc(COc2ccccc2)o1)c1ccccc1
-10.7%	COc1ccc(-c2sccc2C(C)C(=O)O)cc1 (stereo not drawn)
3.6%	CCOc1c2ccc(C(=O)NCc3ccc(C(F)(F)F)cc3C(F)(F)F)cc2nn1C
-0.3%	Cc1ccc(NC2(c3ccc(Cl)cc3)C(=O)c3ccccc3C2=O)cc1
-4.4%	COc1cc2c(cc1OC)/C(=C/C(=O)N1CCOCC1)NC(C)(C)C2
1.7%	Cc1cc2nc3s/c(=C/c4cn[nH]c4-c4ccccc4)c(=O)n3c2cc1C
-4.2%	COc1ccccc1C1/C(=C(\O)c2ccc([N+](=O)[O-])cc2)C(=O)C(=O)N1CCCCCC(=O)O (stereo not drawn)

Other entries follow.
mouse EphA4 binding	Structure
-1.0%	O=C(Nc1ccccc1N(C(=O)c1ccco1)S(=O)(=O)c1cccs1)c1ccco1
-9.4%	COc1cc(/C=C2\SC(N)=NC2=O)c([N+](=O)[O-])cc1OC
16.3%	COCCNC(=O)C(c1ccc(C)o1)N(CC1CCCO1)C(=O)Cn1nnc2ccccc21 (stereo not drawn)
-0.2%	CCOc1cc(NC(=S)Nc2cccc(OC)c2)c(OCC)cc1NC(=O)C(C)C
23.9%	CCc1ccc(-c2cc(C(=O)Nc3ccc(S(=O)(=O)NC(C)=O)cc3)c3ccccc3n2)cc1
2.7%	CC(NC(=O)Cn1cnnn1)C12CC3CC(CC(C3)C1)C2 (stereo not drawn)
-5.5%	Cc1ccc(/C(=N\S(=O)(=O)c2cccc([N+](=O)[O-])c2)Nc2ccccc2)cc1
-6.2%	CCN(CC)CCCN1C(=O)C(O)=C(C(=O)c2cc3ccccc3o2)C1c1ccccn1 (stereo not drawn)
-7.4%	Cc1cccc(NC(=O)NCCN2C(=O)C3C4C=CC(C4)C3C2=O)c1 (stereo not drawn)
9.8%	CN1CCN(CCCCOc2ccc(F)cc2)CC1
-6.9%	COc1ccc(CCNC(=O)c2cc(-c3cccs3)on2)cc1OC
-6.0%	Cc1ccc(N2CC3=C(C2=O)C(c2ccccc2)NC(=O)N3C)cc1 (stereo not drawn)
21.9%	O=C(O)c1ccc(Oc2ccc(NC(=O)c3cccc(F)c3)cc2)cc1
3.3%&27.3%	N#CCCN1CCN(C(CNS(=O)(=O)c2ccc(Cl)cc2)c2ccccc2)CC1 (stereo not drawn)
-11.4%	O=C(COC(=O)c1cccnc1Nc1ccccc1F)NCc1ccc2c(c1)OCO2

Other structures:
mouse EphA4 binding	Structure
12.6%	COc1ccc(Cn2nnnc2C(c2cccs2)N2CCN(c3ccccc3)CC2)cc1 (stereo not drawn)
-10.8%	O=C(Cn1c(-c2cscn2)nc2ccccc21)Nc1cc(F)ccc1F
-11.2%	COc1ccc2c(c1)-c1ccccc1S(=O)(=O)N2C
3.2%	CCN(CC)S(=O)(=O)c1cccc(C(=O)OCc2cc(=O)n3nc(C)sc3n2)c1
-4.1%	Cc1ccc2nc(NC(=O)C3CCN(S(=O)(=O)c4cccnc4)CC3)sc2c1
-7.1%	O=C1c2cccc3cc(Br)cc(c23)C(=O)N1Nc1ccccc1
-4.2%	COc1ccccc1C(=O)Nc1nc(-c2ccc(S(=O)(=O)N3CCOCC3)cc2)cs1
0.2%	O=C(COC(=O)c1n[nH]c2ccccc12)NC(=O)NCc1ccco1
1.6%	COc1ccc(OC)c(C(=O)c2ccc(C(=O)O)cc2)c1
-2.6%	O=C(CCNS(=O)(=O)c1ccc2c(c1)CCC(=O)N2)Nc1ccc2c(c1)OCCO2
-13.1%	O=C(NCc1ccncc1)/C(=C/c1ccc(F)cc1)NC(=O)c1ccccc1
-6.1%	COCC(=O)Nc1nnc(Cc2ccc(OC)c(OC)c2)s1
2.6%	COc1ccc(NC(=O)CN2C(=O)CC(C)(C)S(=O)(=O)c3ccccc32)cc1
-1.4%	CCOC(=O)c1c(C)[nH]c(C(=O)CN2CC(C)OC(C)C2)c1C (stereo not drawn)
2.1%	Cc1nc2ccccc2n1CC(=O)N/N=C\C=C\c1ccccc1

Carrying on.
mouse EphA4 binding	Structure
26.5%	COCCNC(=O)c1ccc(NC(C)=O)cc1
-16.5%	Cc1cc(NC(=O)c2cnccn2)no1
2.8%	COCCCNC(=O)c1cc2c(s1)CS(=O)(=O)C2
-6.8%	Cc1cc(C)c2c(-n3cccc3)n[nH]c2n1
-10.8%	COc1ccc(C(c2nnnn2C(C)(C)C)N2CCN(C)CC2)cc1OC (stereo not drawn)
2.0%	CC1(C)Cc2c(C#N)c(N3CCN(C(=O)c4ccco4)CC3)nc(Cc3ccccc3)c2CO1
-1.4%	Cc1ccc2oc(=O)c3cnn(CC(=O)NCCCOC(C)C)c3c2c1
-8.8%	COc1cc([N+](=O)[O-])ccc1NC(=O)CCCOc1cccc(C)c1
-2.6%	O=C1C=C(c2ccccc2)C(O)(c2ccccc2)C1 (stereo not drawn)
-6.2%	CN(C)c1ccc(NC(=O)CSc2nc(N)c(C(=O)Nc3ccc(N(C)C)cc3)s2)cc1
-10.3%	C=CCOn1c(=O)c(=O)n(OCc2ccccc2)c2ccccc21
-1.3%	COCCN1C=C(C(=O)OC)C(c2ccc(OC)c(OC)c2)C(C(=O)OC)=C1
-2.4%	O=c1c(/C=N/O)coc2ccc3ccccc3c12
-22.0%	O=[N+]([O-])c1ccc(OCCS(=O)(=O)c2ccccc2)c(OCCS(=O)(=O)c2ccccc2)c1
-0.7%	O=C(CCc1nc2cccnc2n1Cc1ccccc1)N1CCOCC1

Some of these compounds in order of their number in mouse EphA4 binding, ascending.
mouse EphA4 binding	Structure
-6.8%	Cc1cc(C)c2c(-n3cccc3)n[nH]c2n1
-5.6%	CC1(C)CC(=O)C2=C(C1)N(Cc1cccnc1)C(=O)C2(NC(=O)c1cccnc1)C(F)(F)F (stereo not drawn)
-4.1%	Cc1cccc(C)c1NC(=O)CC(C)c1ccccc1 (stereo not drawn)

Fetched by compound from above (2):
mouse EphA4 binding	Structure
2.0%	CC1(C)Cc2c(C#N)c(N3CCN(C(=O)c4ccco4)CC3)nc(Cc3ccccc3)c2CO1
2.8%	COCCCNC(=O)c1cc2c(s1)CS(=O)(=O)C2

Additional records follow:
mouse EphA4 binding	Structure
4.1%	CCc1ccccc1NC(=O)CCN1C(=O)c2ccccc2C1=O
-8.6%	Cc1cc(NC(=O)CSc2cn(CCNC(=O)c3ccccc3)c3ccccc23)no1
8.3%	O=S1(=O)C=CC(Nc2cccc(C(F)(F)F)c2)C1 (stereo not drawn)
-1.8%	COc1ccc(-n2c(SCC(N)=O)nc3nc4c(cc3c2=O)COC(C)(C)C4)cc1
6.3%	N#C/C(=C1\CCCN1)c1ccc2ccccc2n1
5.3%	CCOC(=O)C1CCN(C(=O)C2c3ccccc3Oc3ccccc32)CC1
-10.5%	Cc1cnc(NC(=O)c2ccco2)s1
2.6%	O=C(NCc1ccco1)c1ccccc1-c1ccccc1
-19.5%	CC(OC(=O)c1cc2sccc2n1C)C(=O)NCc1ccc2c(c1)OCO2 (stereo not drawn)
-3.1%	CCCn1c2ccccc2c2nnc(SCC(=O)Nc3cc(C)on3)nc21
-6.4%	CCOC(=O)C(Cc1ccccc1)C(=O)Nc1nccs1 (stereo not drawn)
6.5%	Cn1c(NC(=O)c2ccccc2F)cc(=O)n(C)c1=O
-3.9%	CCCN(c1ccc(C(C)C)cc1)S(=O)(=O)c1c(C)[nH]c(=O)[nH]c1=O
-5.7%	O=C(Nn1cc(C(=O)N2CCN(c3ccccc3F)CC2)c2ccccc2c1=O)c1cnccn1
-0.4%	CNC(=O)C1CC(=O)N(c2ccc(F)c(Cl)c2)C1 (stereo not drawn)

Continued:
mouse EphA4 binding	Structure
0.3%	O=C(Nc1cc(C(F)(F)F)ccc1N1CCCC1)c1cccnc1
9.5%	CCCCCSc1nnc2c(n1)OC(C)N(C(C)=O)c1ccccc1-2 (stereo not drawn)
17.9%	CCCOC(=O)c1ccc(Oc2cn[nH]c2-c2ccc(OC)cc2O)cc1
-5.0%	O=C(NCc1ccco1)C1CC(c2cccc([N+](=O)[O-])c2)=NO1 (stereo not drawn)
11.7%	O=C1c2ccccc2C(=O)N1Cc1nn2c(-c3ccc(Cl)cc3)nnc2s1
-11.1%	S=C(Nc1ccccc1)Nc1ccc(Cc2ccc(NC(=S)Nc3ccccc3)cc2)cc1
-13.4%	CC(=O)CSc1nc2ccccc2s1
-5.9%	CCCn1c(NC(=O)c2ccc(Br)cc2)nc2ccccc21
-10.9%	Cc1cccc(OCC(=O)N(Cc2cccs2)C2CCS(=O)(=O)C2)c1 (stereo not drawn)
-9.7%	COCCCN1C(=O)C(O)=C(C(=O)c2ccco2)C1c1cccc(Br)c1 (stereo not drawn)
6.2%	CC(=O)c1cccc(NC(=O)N2CCCC2C(=O)Nc2cccc(C)c2C)c1 (stereo not drawn)
-12.3%	COc1ccc2c(c1)CCc1sc(NC(=O)c3ccc(C)cc3)nc1-2
-6.2%	CCOc1ccc(C(C)=O)cc1N1C(=O)C2C3C=CC(O3)C2C1=O (stereo not drawn)
-5.9%	COc1cc2c3c(c1)-c1c(sn(-c4cc(OC)ccc4OC)c1=S)C(C)(C)N3C(=O)C2=O
-10.0%	CC(=O)Nc1ccccc1NC(=O)c1ccc(F)cc1

The results go on:
mouse EphA4 binding	Structure
21.9%	CC(=O)Nc1cc(C(=O)N2CCCC2)ccc1S(=O)(=O)c1ccc(C)cc1
-12.4%	CC(C)(C)Cc1nnc(NS(=O)(=O)c2ccc(F)cc2)s1
4.9%	O=C(c1ccco1)N(Cc1ccc([N+](=O)[O-])cc1)c1ccc(Br)cc1
-16.0%	O=C(CCCn1c(=O)[nH]c2ccsc2c1=O)N1CCCCC1
-1.4%	O=C(CCc1ccccc1)N1CCN(CCO)CC1
4.3%	CCCCOc1ccccc1NC(=O)CC1Nc2ccccc2NC1=O (stereo not drawn)
0.5%	CCN(CC)CCNC(=O)c1c(C)oc2cc(Br)c(OC)cc12
-15.4%	O=C(c1ccc(Cl)cc1)N1CCN=C1c1ccccc1
13.2%	Cc1csc(NC(=O)Cc2c[nH]c3ccccc23)n1

Compound activity as filed in PubChem BioAssay.
